High-throughput results from PubChem.
PV pol inh = inhibitors of poliovirus RNA polymerase binding and polymerization | % elongation, % (compound at 16.7 µg/mL) | actives 0.66% (n = 150,000) | poliovirus polymerase elongation, fluorescence polarization; active compounds read low; in the data active means % elongation below about 90%; further: some results filed as inactive read as strong as hits
Target sequence (P03300 1749-2209 limits assumed): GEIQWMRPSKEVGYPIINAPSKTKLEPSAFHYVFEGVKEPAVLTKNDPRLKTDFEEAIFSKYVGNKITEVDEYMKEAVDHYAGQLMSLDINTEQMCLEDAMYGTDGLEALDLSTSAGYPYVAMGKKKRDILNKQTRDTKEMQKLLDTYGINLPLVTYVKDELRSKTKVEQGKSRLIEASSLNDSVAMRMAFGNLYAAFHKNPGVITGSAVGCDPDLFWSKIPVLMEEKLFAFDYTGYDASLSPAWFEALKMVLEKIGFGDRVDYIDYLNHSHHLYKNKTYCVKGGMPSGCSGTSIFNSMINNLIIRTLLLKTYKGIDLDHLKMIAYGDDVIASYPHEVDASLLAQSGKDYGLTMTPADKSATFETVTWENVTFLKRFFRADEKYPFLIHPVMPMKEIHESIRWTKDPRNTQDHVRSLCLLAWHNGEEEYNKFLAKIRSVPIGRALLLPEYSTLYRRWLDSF
PV pol inh FP z-score = recorded beside PV pol inh, whose call it bears; z-score; measured here: FP z-score; hits read low
* marks the source's active call; other numbers are inactive results; & = joins results of further samples. Only part of the results is shown; rates above refer to the full screens.

Second line of a record – PV pol inh, PV pol inh FP z-score
- COC(=O)c1ccc(NC(=O)CC2C(=O)N(c3cccc(OC)c3)C(=O)N2Cc2ccco2)cc1 (stereo unspecified)
    108.0, 0.1
- Cc1cc(C(=O)OCc2nc3ccccc3s2)c(C)o1
    120.0, 2.1
- COC(=O)c1sc(N2C(=O)c3oc4ccc(C)cc4c(=O)c3C2c2ccc(O)c(OC)c2)nc1C (stereo unspecified)
    105.0, 0
- Clc1ccc(-c2csc(Nc3ncccn3)n2)c(Cl)c1
    102.0, -0.3
- O=C(O)C1=CC(c2ccc(Br)cc2)n2ncnc2N1 (stereo unspecified)
    111.0, 1.5
- N#C/C(=C\c1cn(-c2ccccc2)nc1-c1ccccc1)C(=O)N1CCCCC1
    103.0, 0.2
- O=c1c2ccccc2nnn1CSC(=S)N1CCCC1
    107.0, 0.6
- COc1ccccc1NC(=O)Cn1cnc2sc(C(=O)OC(C)C)c(C)c2c1=O
    107.0, 0.5
- Cc1ccc(C)c(CSC2=NCCN2C(=O)COc2ccccc2)c1
    103.0, 0.6
- Cc1c(S(=O)(=O)c2ccc(Cl)cc2)csc1C(=O)Nc1ccc(F)cc1F
    103.0, -0.4
- Cc1cc(C)n2c(Nc3ccc4c(c3)OCCO4)c(-c3ccc(Cl)cc3)nc2n1
    109.0, -0.8
- Cc1ccc(NC(=O)C2CCCN(S(=O)(=O)c3ccc4nc(-c5ccccc5)[nH]c4c3)C2)cc1 (stereo unspecified)
    101.0, 0.1
- CSc1nc(C)c(C(=O)CNc2ccccc2)cc1C#N
    104.0, 0.2
- O=C(CSc1nnc(Cc2ccccc2)o1)NCCc1ccccc1
    100.0, 0.1
- CN1CCN(C(c2ccc(F)cc2)c2sc3nc(-c4ccco4)nn3c2O)CC1 (stereo unspecified)
    113.0, 1.4
- Cc1ccc(N(CC(O)Cn2c3ccccc3c3ccccc32)S(=O)(=O)c2ccc(F)cc2)cc1 (stereo unspecified)
    102.0, -0.9
- CC(=O)Oc1ccc2c(c1)CCC1C2CC[C@]2(C)C(=O)CCC12 (stereo partly specified)
    103.0, 0.8
- O=C(CCc1ccccc1)NCc1ccco1
    100.0, -0.4
- Cc1cc(C2C(C#N)=C(N)N(c3ccccc3Cl)C3=C2C(=O)CC(c2ccccc2)C3)c(C)s1 (stereo unspecified)
    104.0, 0.5
- O=C(CN1CCCCCC1=O)NCCOc1ccccc1F
    104.0, 0.2
- Cc1ccc(CNc2nc3c(S(=O)(=O)c4cc(C)ccc4C)nnn3c3ccccc23)cc1
    103.0, 0.4
- CC1CCc2c(sc3nnn(CC(=O)c4cccs4)c(=O)c23)C1 (stereo unspecified)
    101.0, -0.7
- COc1ccc(CCNC(=O)CCc2c(C)nc3nc(C)nn3c2C)cc1OC
    114.0, 1.8
- CC1(C)OC(CN)C(CN)O1 (stereo unspecified)
    100.0, 0.1
- O=C(CSc1nc(-c2ccccc2)cs1)NCCCN1CCCC1=O
    102.0, -0.2
- COc1ccc(NC(=O)CSC2=Nc3ccccc3C3=NC(CCC(=O)NCc4ccco4)C(=O)N23)cc1 (stereo unspecified)
    110.0, 0.7
- COc1cc([C@@H]2c3cc4c(cc3[C@@H](OC3OC5COC(C)OC5C(O)C3O)[C@H]3COC(=O)[C@H]23)OCO4)cc(OC)c1O (stereo partly specified)
    100.0&99.0, 0&0.1
- Cc1ccc(CSc2nnc(NC(=O)C3=NNC(=O)CC3)s2)cc1
    101.0, -0.1
- CCOC(=O)N1CCC(N2Cc3cccc(C(=O)Nc4ccc(S(=O)(=O)N(CC)CC)cc4)c3C2=O)CC1
    104.0, 1.2
- CCc1ccccc1NC(=O)CSc1nnc(COc2ccccc2Cl)o1
    107.0, 0.7
- O=C(NC1CCCC1)c1cc2c(Cl)ccc3c2n1CCO3
    106.0, 1.7
- CCN1CCS/C1=C\C=C\C1=[N+](CC)CCS1
    102.0, 0
- COc1ccc(CC(=O)OCC(=O)N2CCN(S(=O)(=O)c3ccc(C)cc3)CC2)cc1
    102.0, 0
- Nc1c(C(=O)N2CCCCC2)sc2nc(-c3cccs3)cc(C(F)(F)F)c12
    45.0, -6
- COc1ccc(-c2noc(CSCC(=O)Nc3ccc(C(C)C)cc3)n2)cc1OC
    104.0, 0.4
- COCC(C)NS(=O)(=O)c1ccccc1 (stereo unspecified)
    103.0, 0.1
- CSc1nc(N)n2nc(-c3cccs3)cc2n1
    99.0, -0.8
- Cn1c(C(=O)N2CCc3ccccc32)cc2sccc21
    101.0, -0.3
- COc1ccc(-c2noc(CC(=O)N(C)CCC#N)n2)cc1
    103.0, 0.7
- Cc1cc2n(n1)c1cc(C)nn1c1cc(C)nn21
    100.0, 0
- CCCCc1ccc(NC(=O)C2(C)Cc3ccccc3C(=O)O2)cc1 (stereo unspecified)
    108.0, 0.2
- COc1ccccc1CCNC(=O)c1ccc2c(c1)c(C)c(C)n2Cc1ccc(Cl)cc1
    105.0, -0.2
- Cc1ccc(CNC(=O)c2c(-c3ccccc3F)noc2C)o1
    111.0, 0.8
- O=C1CNC(=S)N1Cc1cccs1
    104.0, 0.2
- O=c1c2c3c(sc2ncn1Cc1ccccc1)CCCC3
    105.0, 0.2
- CN1CCN(Cc2c(O)ccc3cc(-c4nc5ccccc5[nH]4)c(=O)oc23)CC1
    73.0, -5.1
- Clc1ccc(C2Oc3ccccc3CN2Cc2ccco2)cc1 (stereo unspecified)
    107.0, 0.8
- CCc1cc2c(=O)n(-c3ccccc3)c(SCC(=O)c3cccs3)nc2s1
    106.0, 1.6
- CCn1c(SC(C)C(=O)Nc2ccnn2C(C)C)nc2sc(C)c(C)c2c1=O (stereo unspecified)
    105.0, 0.3
- COc1ccc2c(c1)c(C(=O)O)c(C)n2CCc1ccc(OC)c(OC)c1
    99.0, -0.5
- Cc1cc(=O)[nH]c(NC(N)=NCc2ccccc2)n1
    102.0, 0.2
- COc1ccc(-c2oc3ncn(CCCn4ccnc4)c(=N)c3c2-c2ccc(OC)cc2)cc1
    100.0, -0.2
- CC1=C(C(=O)OC2CCCC2)C(c2c(Cl)cccc2Cl)CC(=O)N1 (stereo unspecified)
    107.0, 0.3
- COc1ccc(OC)c(CNC(=O)C2CCN(c3ncnc4c3nc3n4CCCCC3)CC2)c1
    110.0, 0.7
- Cc1cc(-c2csc(NC(=O)C3CC4C=CC3C4)n2)c(C)n1Cc1ccco1 (stereo unspecified)
    108.0, 0.8
- Cc1noc(C)c1CCNC(=O)c1cnc(N2CCOCC2)nc1
    100.0, -0.4
- Fc1ccccc1/C=C1\CCCC2=C1Nc1ncnn1C2c1ccccc1F (stereo unspecified)
    99.0, -1.5
- COc1ccc(-n2c(SCC(=O)c3ccccc3)nc3c([nH]c4ccccc43)c2=O)cc1
    107.0, 0.1
- COC(=O)c1noc(C(=O)OC)c1O
    102.0, -0.1
- COc1ccc(N(C(=O)COc2ccccc2OC)S(=O)(=O)c2ccc(Cl)cc2)cc1
    99.0, -0.9

3 compounds picked at random from those above:
Second line of a record – PV pol inh, PV pol inh FP z-score
- O=C1CNC(=S)N1Cc1cccs1
    104.0, 0.2
- Nc1c(C(=O)N2CCCCC2)sc2nc(-c3cccs3)cc(C(F)(F)F)c12
    45.0, -6
- O=c1c2c3c(sc2ncn1Cc1ccccc1)CCCC3
    105.0, 0.2

Ordered by length of the SMILES (descending): part of the list above.
Second line of a record – PV pol inh, PV pol inh FP z-score
- COc1ccc(-c2noc(CSCC(=O)Nc3ccc(C(C)C)cc3)n2)cc1OC
    104.0, 0.4
- Fc1ccccc1/C=C1\CCCC2=C1Nc1ncnn1C2c1ccccc1F (stereo unspecified)
    99.0, -1.5
- Clc1ccc(C2Oc3ccccc3CN2Cc2ccco2)cc1 (stereo unspecified)
    107.0, 0.8
- O=C1CNC(=S)N1Cc1cccs1
    104.0, 0.2

Additional structures
compound | PV pol inh | PV pol inh FP z-score
Cc1ccc(Cn2cc(CCC(=O)NC3CCCCC3)c3ccccc32)cc1 | 111.0 | 0.9
Cc1ccc(S(=O)(=O)N=C2C=CC(=NS(=O)(=O)c3ccc(C)cc3)C=C2)cc1 | 102.0 | 0.1
CCOC(=O)c1ccc(N2C(=O)c3n[nH]c(C)c3C2c2ccc(C(C)(C)C)cc2)cc1 (stereo unspecified) | 110.0 | 0.6
Cc1ccc(S(=O)(=O)N2CCC(C(=O)O)CC2)s1 | 104.0 | 0.7
CCc1sc(C(=O)Nc2nc(-c3ccccn3)cs2)cc1C | 128.0 | 2.2
Cc1ccc(Cl)cc1NC(=O)NCc1cccn1Cc1ccc(F)cc1 | 106.0 | -0.2
Cc1c(CNCCC2=CCCCC2)c(C(=O)O)c(C)n1Cc1cccc(Cl)c1 | 102.0 | 0.2
Clc1ccc2oc(-c3ccccc3)cc(=NCCCN3CCOCC3)c2c1 | 99.0 | -0.6
CCOC(=O)c1ccc(NC(=O)c2ccc(-c3cccc(Cl)c3C)o2)cc1 | 108.0 | 0.4
CCN(CC)C(=O)CSc1nc2ccccc2c(=O)[nH]1 | 103.0 | 0
O=C(Cc1ccc(Cl)cc1)OC1CCOC1=O (stereo unspecified) | 102.0 | 0.1
COc1ccccc1C1(C#N)C(=O)Nc2ccccc21 (stereo unspecified) | 99.0 | -1.4
Ic1ccc(Nc2nc(NCCN3CCOCC3)nc(N3CCCC3)n2)cc1 | 101.0 | 0.4
CSc1cccc(NC(=S)NCCN(C2CCCCC2)C2CCCC2)c1 | 102.0 | -0.1
CC[C@H]1OC(=O)[C@H](C)[C@@H](O[C@H]2C[C@@](C)(OC)[C@@H](O)[C@H](C)O2)[C@H](C)[C@@H](O[C@@H]2O[C@H](C)C[C@H](N(C)C)[C@H]2O)[C@](C)(O)C[C@@H](C)CN(C)[C@H](C)[C@@H](O)[C@]1(C)O | 100.0 | 0
O=C(O)c1cc2c(cn1)[nH]c1ccccc12 | 106.0 | 3.5
CCOc1ccc(C2CC(=O)Nc3c2c(=O)[nH]c2ncnn32)cc1 (stereo unspecified) | 105.0 | 0.2
O=C(NCCC1=CCCCC1)c1cccnc1SCc1ccccc1Cl | 103.0 | 0.9
O=C(COc1ccc(F)cc1)Nc1ccccc1C(=O)OCc1cc(=O)n2nc(C3CC3)sc2n1 | 111.0 | 1.3
Cc1c(Cl)cccc1NC(=O)c1ccc2c(c1)CCN2S(=O)(=O)c1ccccc1 | 110.0 | 1
COc1cccc(-c2csc(N3CCN(C(=S)NCc4ccco4)CC3)n2)c1 | 96.0 | -2.8
Cc1ccc(OCC(=O)Nc2ccc(OCc3cc(=O)n4ccsc4n3)cc2)cc1C | 114.0 | 1.6
O=C(CSc1nnc(-c2ccco2)o1)NC(c1ccccc1)c1ccccc1 | 102.0 | 0.2
Cc1ccc(N(Cc2ccco2)C(=O)c2cc3ccccc3oc2=O)cc1 | 104.0 | 0.9
COc1ccccc1NC1=NC(CO)(CO)CS1 | 105.0 | 0.4
c1ccc(CSc2ccc(-c3ccco3)nn2)cc1 | 103.0 | 0.6
COc1ccc(N2CCN(CCNC(=O)c3ccc(NC(=O)C4CCCO4)cc3)CC2)cc1 (stereo unspecified) | 100.0 | 0
Cc1ccc(N2C(=O)N(CC(N)=O)c3ccccc3S2(=O)=O)cc1 | 101.0 | -0.1
CSc1ncc(Cl)c(C(=O)Nc2ccc(NC(C)=O)cc2)n1 | 118.0 | 0.2
N#CNC(N)=Nc1ccccc1 | 99.0 | -0.5
CCOC(=O)Cc1csc(NC(=O)CC)n1 | 100.0 | -0.5
O=C(Nc1ccccc1C(=O)O)c1ccccc1F | 103.0 | 0.3
Cc1cc(C)cc(OCc2cc(=O)n3cc(C)sc3n2)c1 | 105.0 | -0.5
Cc1cc(Cl)ccc1OCC(=O)N(Cc1ccco1)Cc1ccco1 | 109.0 | 0.4
Cn1c2ccccc2c2cnn(CC(=O)Nc3ccccc3F)c(=O)c21 | 105.0 | -0.5
COc1ccccc1CNC(=O)CCC1N=C2c3ccccc3N=C(SCc3ccccc3Cl)N2C1=O (stereo unspecified) | 111.0 | 0.8
CCOc1ccc(CCNC(=O)c2ccc(C)c(-n3c(C)nc4cccnc43)c2)cc1OCC | 109.0 | 0.3
COc1cc2c(cc1OC)C(c1ccc(F)cc1)N(c1ccc(F)cc1)C(=O)C2 (stereo unspecified) | 110.0 | 0.7
COc1ccc(CCN2CCC(Nc3nc4ccccc4n3Cc3ccc(F)cc3)CC2)cc1 | 102.0&101.0 | 0.6&0.3
COc1ccc(C)c2sc(N(Cc3ccccn3)C(=O)c3ccco3)nc12 | 105.0 | 0.2
CC(C)C(=O)Nc1nc2ccccc2s1 | 106.0 | 0.3
Cc1nc2ccccc2c(=O)n1C | 99.0 | -0.7
Cc1nn(C(C)CN)c(C)c1C (stereo unspecified) | 101.0 | -0.3
CCC(C)(CC(=O)O)CC(=O)Nc1cc(OC)c(Cl)cc1OC (stereo unspecified) | 106.0 | 0.6
O=c1n(Cc2ccccc2)nc2n1-c1cc(Cl)ccc1OC2 | 107.0 | 0.6
COc1cc(Cl)c(C)cc1Nc1nnc(-n2nc(C)cc2C)c2ccccc12 | 109.0 | 0.6
CCCC(=O)N1CCc2cc(OC)c(OC)cc2C1COc1ccc(OC)cc1 (stereo unspecified) | 99.0 | -1.2
CCOC(=O)c1sc(SCc2ccccc2)c2c1-c1sccc1N(C)S2(=O)=O | 106.0 | 0.3
CCN(CC)C(=O)c1cc2c(s1)-c1c(C)cccc1OC2 | 102.0 | 0.2
CC1CN(C(=O)c2sc3ccccc3c2Cl)CC(C)O1 (stereo unspecified) | 101.0 | 0
O=C1CCc2cc(C3=CSC4=NCCCN34)ccc2N1 | 103.0 | 0.6
